bCat nuc transl: alters nuclear translocation of beta-catenin in HeLa cells; AID 1665; immunofluorescence imaging; nuclear translocation activity, % at 5 µM; 190,000 compounds, 0.3% hits;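 active = nuclear translocation activity above 50% at 5 µM, with a well cell count of 50 or more; inconclusive = wells under 50 cells across six images, flagged as toxic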;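 also: per-cell ratio of nuclear to cytoplasmic median beta-catenin stain intensity; plate controls were DMSO negative control for no effect and GSK-3 inhibitor IX positive control for full effect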
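assay system = human HeLa cells, endogenous beta-catenin | times = compound treatment 24 h, 37°C, 5% CO2 | detection = Anti-beta-catenin immunofluorescence on PFA-fixed, Triton-permeabilized cells, DAPI nuclei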
WT yeast gro inh: growth inhibition of WT yeast, mitochondrial fusion screen | mitochondrial fusion phenotypic screen, WT strain | inhibition, % at 10 µM | 190,000 compounds, 2.1% hits; in the data active = inhibition above about 58%; tested in S. cerevisiae
West Nile antiviral: West Nile virus antiviral activity, cell-based, CPE readout (AID 1621) | CPE inhibition, % at 10 µM, or IC50 in µM where a hit was titrated | West Nile virus-infected cells, CPE inhibition; higher % means a stronger effect | 290,000 compounds, 0.02% hits; in the data active = a potency from the dose series; inconclusive = CPE inhibition mostly from about 3.7% at the one dose, without a potency; inactive = the rest, 99 in 100 with CPE inhibition below about 2.2%; also: strong numbers were not always called active
Myeloid diff 2: myeloid differentiation induction; 360,000 compounds, 1% hits; ER-HoxA9 myeloid progenitors, lysozyme-GFP differentiation, flow cytometry; calls only at 10 µM;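 active = normalized GFP-positive differentiation at or above the plate's own cutoff, the solvent-only control mean plus 3 SD; inconclusive = no clear call, values can overlap the other calls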;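 also: cells exposed to compound for four days before flow analysis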
Large T inhibition: TAg ATPase/helicase activity blockers – biochemical (AID 1903); SV40 large T antigen ATPase/helicase inhibition assay; higher % means a stronger effect; one-dose inhibition, % at 20 µM; IC50 in µM for titrated hits; 310,000 compounds, 0.39% hits; in the data active = a potency from the dose series; inconclusive = inhibition mostly from about 32% at the one dose, without a potency; inactive = the rest, 99 in 100 with inhibition below about 32%; also: strong numbers were not always called active
PhoP inhibition: PhoP-dependent GFP reporter repression – Salmonella Typhimurium, primary screen (AID 1863); S. Typhimurium PhoP-regulated promoter GFP reporter, 4 h; higher % means a stronger effect; one-dose inhibition, % at 50 µM; IC50 in µM for titrated hits; 300,000 compounds, 0.16% hits;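 active = inhibition over 29.93%, a cutoff 3 SD above the screen mean, later confirmed by dose response; inconclusive = inhibition over 29.93% but no dose response follow-up; inactive = inhibition at most 29.93% or unconfirmed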;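 also: 0% = low Mg2+ inducing control and 100% = high Mg2+ repressing control; strong numbers were not always called active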
T cell modulator: T cell immune modulation candidate | calls only at 7 µM | 2C CD8+ T cell-vesicle binding, flow cytometry; stronger effect = lower value | 330,000 compounds, 0.068% hits;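 active = response, share of CD8 T cells binding vesicles, and their 90th percentile fluorescence all below set limits, cut at about 80% in these data, passing the limit was not always enough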
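Read-out – percent CD8+ FL2 mean versus row control · System – murine 2C transgenic CD8+ T lymphocytes · Times – 1.5 h cell–vesicle binding at 37 °C, then 20 min icy labelling · Control set – naked vesicles low, QL9 vesicles with vehicle high · Detection – cytometric PE anti-B7-1 and Alexa647 anti-CD8 signals after 1% paraformaldehyde fixation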
RSV CPE inhibition: inhibition of RSV-induced cytopathic effect – HEp-2 cells, primary 10 µM value included (AID 2391) | HEp-2 cells, RSV-induced CPE inhibition; higher % means a stronger effect | 310,000 compounds, 0.13% hits | one-dose CPE inhibition, % at 10 µM; IC50 in µM for titrated hits; in the data active = a potency from the dose series; inconclusive = CPE inhibition mostly from about 23% at the one dose, without a potency; inactive = the rest, 99 in 100 with CPE inhibition below about 21%; also: strong numbers were not always called active
MgcRacGAP inhibition: MgcRacGAP GTPase-activating activity inhibitors, confirmation, biochemical, ADP Hunter fluorescence | MgcRacGAP-stimulated Rac1 GTP hydrolysis, ADP Hunter fluorescence; higher % means a stronger effect; GST-tagged Rac1 F28L mutant substrate | one-dose inhibition, % at 30 µM; IC50 in µM for titrated hits | 340,000 compounds, 0.6% hits | AID 624330;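 active = first-screen hits whose inhibition reached a set limit at any dose in the follow-up dose series; inconclusive = inhibition above the set first-screen limit but never retested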;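 also: fluorescence reports GDP produced by GAP-driven GTP hydrolysis; strong numbers were not always called active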
WT yeast gro inh mutant strain: further read-out of WT yeast gro inh, marked with its call; inhibition, %; mitochondrial fusion phenotypic screen, mutant strain inhibition
bCat nuc transl cell count 5 µM: also measured in bCat nuc transl; calls as there; cell count; measured here: cell count, cytotoxicity flag
T cell modulator vesicle-bound %: further read-out of T cell modulator, marked with its call; double positive events, %; measured here: CD8+ vesicle-bound cell fraction;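 binding gate set so that unloaded-vesicle control wells show 10% double positive cells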
Myeloid diff 2 GFP+ MAC1+ %: further read-out of Myeloid diff 2, marked with its call; GFP+ MAC1+ double positive, %; measured here: differentiation confirmed by MAC1 staining
* hit, by the source's call; i = inactive; ? = inconclusive; / = not tested or not shown; + = active, no number.

SMILES	bCat nuc transl	bCat nuc transl cell count 5 µM	WT yeast gro inh	WT yeast gro inh mutant strain	West Nile antiviral	Myeloid diff 2	Myeloid diff 2 GFP+ MAC1+ %	Large T inhibition	PhoP inhibition	T cell modulator	T cell modulator vesicle-bound %	RSV CPE inhibition	MgcRacGAP inhibition
CCn1c(Sc2nc(C)nc3scc(-c4cccs4)c23)n[nH]c1=O	-1.4	880	82*	70*	2.0%	i	0.8	7%	3%	i	26	0.7%	1%
CCN1c2ccccc2-c2nc3ccccc3n2C1c1ccncc1 (centres undefined)	-1.9	1211	17	19	-0.4%	i	0.4	-2%	27%	i	12	-0.8%	2%
CCn1c(SCC(=O)c2ccccc2)nc2sc3c(c2c1=O)CCN(C)C3	-1.9	1350	/	/	0.1%	i	0.4	34%	-10%	i	28	-1.3%	5%
COc1cc(CN2CCc3ccccc3C2)ccc1O	1.0	1239	/	/	3.1%	?	/	32%	-5%	i	24	2.8%	?
CCCc1nnc(SCC(=O)Nc2cccc(C(F)(F)F)c2)o1	/	/	/	/	-0.3%	i	0.0	2%	2%	i	44	0.9%	5%
CCSc1nnc(-c2cccc(S(=O)(=O)N(CC)CC)c2)n1Cc1ccccc1	0.6	1138	-16	0	1.5%	i	0.8	11%	1%	i	13	1.3%	-1%
CCN1CCCC1CNC(=O)c1ccc(Sc2ccc(F)cc2)c([N+](=O)[O-])c1 (centres undefined)	-3.4	1094	26	11	-0.8%	i	0.5	4%	-8%	i	24	-3.5%	6%
O=C(O)c1ccc(S(=O)(=O)N2CCc3ccccc3C2)cc1	/	/	/	/	0.5%	i	0.7	4%	2%	i	52	1.2%	5%
COC(=O)c1c(-c2cccnc2)csc1NC(=O)c1cc(C)on1	-0.4	1060	-15	-4	1.0%	?	/	7%	12%	/	/	-2.1%	5%
CC(C)(C)NC(=O)NC(=O)COC(=O)CNC(=O)c1cc(Cl)cc([N+](=O)[O-])c1	-2.9	1117	-3	-18	0.3%	i	0.4	2%	-12%	i	28	1.7%	6%
O=C(COc1c(Br)cc(Br)c2cccnc12)N1CCCCC1	0.1	1087	23	12	-0.8%	i	0.5	7%	10%	i	43	6.9%	5%
CCOC(=O)C1=C(CN2CCc3ccccc32)NC(=O)NC1c1cccc([N+](=O)[O-])c1 (centres undefined)	/	/	3	19	0.2%	+	1.5*	12%	0%	i	28	1.8%	4%
CC(O)c1cccc(NC(=O)CCCc2ccccc2)c1 (centres undefined)	-1.6	1002	9	5	-0.4%	i	0.4	10%	4%	i	24	-0.9%	7%
COC(=O)c1cccc(NC(=O)c2nn(C)c(=O)c3ccccc23)c1	-1.0	804	9	5	0.2%	i	0.4	8%	-3%	i	50	1.4%	5%
CCCOc1ccc(/C=N/Nc2ccccn2)cc1OC	-1.3	1103	0	-13	-1.6%	i	0.1	-16%	-6%	i	31	1.6%	13%
Cc1ccc(N(CC(=O)N2CCCCCC2)S(=O)(=O)c2ccccc2)cc1	/	/	/	/	-0.4%	i	0.2	-4%	9%	i	32	2.1%	3%
C#CCNC(=O)C1CCN(c2cc(C)nc(-c3ccccc3)n2)CC1	0.0	1491	-2	8	-0.3%	i	0.2	5%	-7%	i	36	0.7%	9%
C=CCNC(=S)NNC(=O)COc1ccc(Br)cc1	-0.8	1092	43	16	-0.9%	i	0.3	17%	0%	i	9	7.1%	1%
O=C(N/N=C/c1cccc2ccccc12)c1cccs1	/	/	/	/	-0.9%	i	0.3	2%	3%	i	24	0.3%	4%
O=C(Nc1nnc(-c2ccc(Br)cc2)o1)C1=COCCO1	/	/	/	/	/	i	1.0	10%	-2%	i	56	2.8%	-1%
COc1ccc(C(=O)NC(C)c2nnc(SCC(=O)NC3CCCC3)n2C)cc1 (centres undefined)	/	/	/	/	-0.6%	i	2.9	0%	6%	i	14	0.9%	6%
CCCN1CN(Cc2ccco2)c2nc3ccccc3n2C1	-4.5	879	7	8	-0.8%	i	2.2	10%	-2%	i	48	0.2%	7%
O=C(C1=C[C@@H](c2ccc(C(F)(F)F)cc2)C[C@@H](OCCCCO)O1)N1CCOCC1	-2.9	1167	-9	1	/	i	0.9	3%	-6%	i	39	0.8%	9%
O=C(CC1NC(=S)NC1=O)c1ccc(Cl)cc1 (centres undefined)	0.8	1346	/	/	0.1%	i	1.3	5%	1%	i	35	1.5%	3%
CC(=O)N1c2ccc(S(=O)(=O)NCCC(=O)N3CCC(C)CC3)cc2CC1C (centres undefined)	/	/	/	/	-0.4%	i	6.3	3%	-6%	i	9	1.3%	6%

Continued, starting with the last 5 of the part before.
SMILES	bCat nuc transl	bCat nuc transl cell count 5 µM	WT yeast gro inh	WT yeast gro inh mutant strain	West Nile antiviral	Myeloid diff 2	Myeloid diff 2 GFP+ MAC1+ %	Large T inhibition	PhoP inhibition	T cell modulator	T cell modulator vesicle-bound %	RSV CPE inhibition	MgcRacGAP inhibition
COc1ccc(C(=O)NC(C)c2nnc(SCC(=O)NC3CCCC3)n2C)cc1 (centres undefined)	/	/	/	/	-0.6%	i	2.9	0%	6%	i	14	0.9%	6%
CCCN1CN(Cc2ccco2)c2nc3ccccc3n2C1	-4.5	879	7	8	-0.8%	i	2.2	10%	-2%	i	48	0.2%	7%
O=C(C1=C[C@@H](c2ccc(C(F)(F)F)cc2)C[C@@H](OCCCCO)O1)N1CCOCC1	-2.9	1167	-9	1	/	i	0.9	3%	-6%	i	39	0.8%	9%
O=C(CC1NC(=S)NC1=O)c1ccc(Cl)cc1 (centres undefined)	0.8	1346	/	/	0.1%	i	1.3	5%	1%	i	35	1.5%	3%
CC(=O)N1c2ccc(S(=O)(=O)NCCC(=O)N3CCC(C)CC3)cc2CC1C (centres undefined)	/	/	/	/	-0.4%	i	6.3	3%	-6%	i	9	1.3%	6%
Cc1ccccc1C(=O)Nc1nnc(SCC(=O)NCc2ccco2)s1	/	/	/	/	-0.3%	i	0.0	8%	7%	i	35	0.9%	10%
Cc1noc(C)c1COc1ccc(C(=O)Nc2nnc(CC(C)C)s2)cc1	/	/	/	/	/	i	1.5	/	/	i	34	0.3%	6%
Cc1nc(NCCc2ccc(F)cc2)c(C#N)c(C)c1[N+](=O)[O-]	0.2	1124	8	1	-1.3%	i	0.1	3%	11%	i	44	20%	1%
COc1ccc(NC(=O)C2CCCN(C(=O)Nc3cccc(OC)c3)C2)cc1 (centres undefined)	/	/	/	/	-0.1%	/	/	-1%	13%	i	18	1.6%	9%
COc1ccc(Oc2cccc(Cl)c2CNC(=O)CC(C)(C)CC(=O)O)cc1	-1.5	1145	/	/	0.3%	i	0.3	6%	-3%	i	24	1.1%	0%
CCNc1nc(NCC)nc(SCCOC(=O)COc2ccc(Cl)cc2Cl)n1	-3.6	1194	77*	49*	0.2%	i	6.0	-2%	-7%	i	45	0.8%	3%
Cc1ccc(OCC(=O)Nc2cccc(O)c2)cc1C	-0.6	1199	5	2	0.3%	i	1.0	5%	-12%	i	37	1.2%	7%
CCN(CC)c1ccc(/C=N/NC(=O)c2cnccn2)c(O)c1	12	1048	/	/	?	i	0.7	30%	-2%	i	47	-0.6%	21%
Cn1cc(SCC(=O)N2CCCc3ccccc32)c2ccccc21	3.5	1041	-5	-3	0.8%	i	2.0	17%	8%	i	39	7.0%	4%
O=C(NN=C(Cc1ccccc1)Cc1ccccc1)C1CC1	-2.0	1053	-15	10	0.1%	i	0.2	11%	5%	i	31	-0.9%	10%
Cc1cc(S(=O)(=O)NCCN2CCOCC2)ccc1Cl	/	/	/	/	-0.6%	i	0.0	23%	5%	i	55	1.8%	9%
CCOc1ccccc1Nc1ncnc2c1cnn2-c1ccccc1	0.4	1125	39	15	0.0%	i	1.7	/	/	i	35	0.2%	3%
COC(=O)N/N=C/c1cc([N+](=O)[O-])cc(Br)c1O	-2.2	1073	-12	1	-0.4%	i	0.2	6%	4%	i	48	3.1%	7%
COc1ccccc1C(=O)Nc1cccnc1	0.9	1139	-8	-11	1.7%	i	0.2	3%	7%	i	54	2.5%	5%
O=C(C#Cc1ccccc1)Nc1ccc(F)cc1	/	/	/	/	-0.8%	i	0.3	7%	-1%	i	55	0.9%	2%
COc1ccccc1C(=O)NNC(=O)c1ccc(NC(=O)C(C)C)cc1	-5.9	1065	2	11	0.1%	i	0.1	7%	-5%	/	/	/	9%
O=C(c1cccc(-n2cccc2)c1)N1CCN(S(=O)(=O)c2c(F)cccc2F)CC1	/	/	/	/	0.0%	i	0.8	7%	3%	i	8	3.3%	12%
O=[N+]([O-])c1cccc(/C=N/n2c(COc3ccccc3)n[nH]c2=S)c1	-0.4	1333	5	2	0.6%	i	1.3	24%	21%	i	26	13%	11%
CC(=O)NC(c1ccccc1)c1c(O)ccc2ccccc12 (centres undefined)	0.2	1545	-3	-9	0.1%	i	0.0	13%	-3%	i	33	-2.2%	3%
O=c1c2c3c(sc2nc(NCCO)n1CCc1ccccc1)CCCCC3	32	911	70*	3.9*	1.3%	i	0.5	13%	2%	i	66	2.1%	7%
O=C(C1CCCN1S(=O)(=O)c1cccc2nsnc12)N1CCN(c2ccccc2)CC1 (centres undefined)	/	/	/	/	-0.3%	i	4.2	5%	0%	i	32	0.9%	7%
CC1(C)CC(=O)C(N=Nc2cc3c(cc2[N+](=O)[O-])OCCO3)=C(O)C1	-3.6	1038	17	-23	-0.3%	i	1.1	10%	-7%	i	41	1.0%	8%
O=C(Nc1ccn(Cc2ccccc2)n1)c1ccc(F)cc1	2.8	895	-6	1	-1.1%	i	0.3	-2%	-1%	i	9	?	2%

Source: PubChem BioAssay (several laboratories)

Rows are unselected; any-hit rate near 3.6%.
